# High-throughput results from PubChem.
# WT yeast gro inh = growth inhibition of WT yeast, mitochondrial fusion screen; AID 1362; 190,000 tested, 2.1% active; inhibition, % at 10 µM; mitochondrial fusion phenotypic screen, WT strain; in the data active = inhibition above about 58%; tested in S. cerevisiae
# Yfh1-depleted yeast = mitochondrial function rescue without frataxin homolog – Friedreich's ataxia, plus single-dose screen, dose response (AID 1465) | S. cerevisiae Yfh1-off respiration, WST-1 reduction, 72 h; higher fold induction means a stronger effect | 220,000 tested, 0.074% active | one-dose fold induction at 50 µM; EC50 in µM for titrated hits;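 active = fold induction of absorbance versus untreated yeast above a set limit, then at least 30% activation at any dose in follow-up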;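 also: activators that raise dye reduction in frataxin-depleted yeast; strong numbers were not always called active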
# HIV peptide binding = inhibitors of HIV fusion peptide binding, primary screen, biochemical, uHTS, fluorescence dequenching (AID 1986) | cell-free peptide binding, fluorescence dequenching, 30 min; higher % means a stronger effect | inhibition, % at 20 µM; hits with a dose series show IC50 in µM | 290,000 tested, 0.3% active; in the data active = inhibition mostly above about 52%, no sharp cut-off; inactive = mostly below about 76%; also: some results filed as inactive read as strong as hits
# AID2073 = disruptors of CaV2.2 binding to Mint1 – biochemical, HTRF (AID 2073); 290,000 tested, 0.19% active; HTRF protein-protein interaction, Mint1-CaV2.2; higher % means a stronger effect; inhibition, % at 20 µM; hits with a dose series show IC50 in µM; in the data active = inhibition mostly above about 51%, no sharp cut-off; also: some results filed as inactive read as strong as hits
# Insulin prom up = MIN6 insulin promoter up-regulation. MIN6 insulin promoter-GFP reporter, high-content imaging; stronger effect = higher value. z-score at 5 µM. 190,000 tested, 0.3% active;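 active = z-score above 3 at 5 µM with at least 500 cells counted in the well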
# MT stabilizer = microtubule stabilizers in HeLa cells; HeLa tubulin immunostaining HCS, 24 h; share of cells brighter than vehicle mean+2SD; % tubulin-high responders, % at 10 µM; 200,000 tested, 0.83% active; AID 2205;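 active = plate Z-score above 3 for both tubulin-high and condensed-nucleus cell shares, with cell loss under 80%, at 10 µM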;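 also: anti alpha tubulin signal scored within the nucleus-defined area of each cell; some results filed as inactive read as strong as hits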
# b-catenin transl = beta-catenin nuclear translocation modulation; HeLa beta-catenin nuclear translocation, immunofluorescence imaging; nuclear translocation activity, % at 5 µM; 190,000 tested, 0.3% active; AID 1665;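 active = nuclear translocation activity above 50% at 5 µM, with a well cell count of 50 or more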;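 also: per-cell ratio of nuclear to cytoplasmic median beta-catenin stain intensity; plate controls were DMSO negative control for no effect and GSK-3 inhibitor IX positive control for full effect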
#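 assay system = human HeLa cells, endogenous beta-catenin | times = compound treatment 24 h, 37°C, 5% CO2 | detection = Anti-beta-catenin immunofluorescence on PFA-fixed, Triton-permeabilized cells, DAPI nuclei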
# Autophagy HCS = autophagy modulation, high-content screen. calls only at 10 µM (by protocol). 190,000 tested, 0.98% active. MEF GFP-LC3 puncta imaging; test concentration mostly 10 µM;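 active = percentage of spot-positive cells more than 3 SD above its plate mean, without a fluorescence outlier flag or 80% toxicity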;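 also: spot-positive cell cutoff set from DMSO-treated cells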
# Dynein cargo inh = blocks dynein driven cargo transport along microtubules. 3617.4 mouse cells, GR-EGFP nuclear translocation imaging; test concentration mostly 20 µM; stimulated with dexamethasone, 1 µM; stronger effect = lower value. z-score, hits read low. 220,000 tested, 0.47% active. AID 1381;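 active = plate z-score of nuclear minus cytoplasmic receptor signal below a set negative limit, without overly bright fluorescence or cell loss, cut at about -3.5 in these data, passing the limit was not always enough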;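 also: z-score of nuclear minus cytoplasmic ring GR-EGFP intensity difference per well; some compounds called inactive have numbers as strong as hits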
#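 Buffer or medium: tet-free medium with charcoal-stripped serum / Also added: dexamethasone agonist, 1.0 µM final, for 30 min / Timing: induction 48 h, compound 1 h, agonist 30 min / Measured by: high-content fluorescence imaging after fixation / Read-out: nuclear-to-cytoplasmic GR-EGFP distribution per well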
# WT yeast gro inh mutant strain = further read-out of WT yeast gro inh, marked with its call; inhibition, %; mitochondrial fusion phenotypic screen, mutant strain inhibition
# Dynein cargo inh cytoplasmic EGFP = second read-out of Dynein cargo inh, no call of its own (marks repeat the call); z-score; measured here: cytoplasmic GR-EGFP intensity; stronger effect = higher value
# Dynein cargo inh nuclear GR-EGFP = further read-out of Dynein cargo inh, marked with its call; z-score; measured here: nuclear GR-EGFP intensity;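 lower value marks the stronger effect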
# Dynein cargo inh cell count = further read-out of Dynein cargo inh, marked with its call; z-score; measured here: cell count per field
# Insulin prom up cell count = second read-out of Insulin prom up, no call of its own (marks repeat the call); cell count; measured here: cytotoxicity, nuclei count;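 total cells summed across four imaged fields per well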
# b-catenin transl cell count 5 µM = also measured in b-catenin transl; calls as there; cell count; measured here: cell count, cytotoxicity flag
# MT stabilizer Hoechst-high % = recorded beside MT stabilizer, whose call it bears; % Hoechst-high responders; measured here: nuclear condensation Hoechst responders;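 share of cells brighter than vehicle mean plus two SD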
# MT stabilizer cytotoxicity % = also measured in MT stabilizer; calls as there; toxicity, %; measured here: cytotoxicity by cell density;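 0% = mean cell density of plate MIN control wells and 100% = no cells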
# Autophagy HCS cell loss 18 h = second read-out of Autophagy HCS, no call of its own (marks repeat the call); toxicity, %; measured here: cell loss, nuclei count;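 cell loss after 18 h compound exposure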
# * = called active by the depositor; i = inactive; / = not tested or not shown.
SMILES,WT yeast gro inh,WT yeast gro inh mutant strain,Yfh1-depleted yeast,HIV peptide binding,AID2073,Insulin prom up,Insulin prom up cell count,MT stabilizer,MT stabilizer Hoechst-high %,MT stabilizer cytotoxicity %,b-catenin transl,b-catenin transl cell count 5 µM,Autophagy HCS,Autophagy HCS cell loss 18 h,Dynein cargo inh,Dynein cargo inh cytoplasmic EGFP,Dynein cargo inh nuclear GR-EGFP,Dynein cargo inh cell count
COc1cccc(CN2CCN(CCc3ccccc3)C(CCO)C2)c1OC (stereo not drawn),-14,1,i,24%,-17%,/,/,1.5,2.9,5.4,2.5,984,i,-16,-0.52,-0.19,-0.35,-0.3
CC(=O)C1=C(O)C(=O)N(CCc2c[nH]c3ccccc23)C1c1cccc(O)c1 (stereo not drawn),-7,-8,i,1.4%,5%,-0.08,807,2.4,1.2,8.2,-1.0,1201,i,48,-0.58,-0.12,0.31,0.92
COc1ccc(S(=O)(=O)N2CCOC2CNC(=O)C(=O)NCc2ccco2)cc1OC (stereo not drawn),/,/,i,-2.1%,-8%,0.23,889,/,/,/,0.3,1362,/,/,0.21,-0.25,0.7,-0.41
Cc1cccc(OCc2nnc(SCC(=O)N3CCN(C(=O)c4ccco4)CC3)n2C)c1C,1,-3,i,1.3%,-5%,0.76,1105,4.9,5.3,4.9,-1.2,1181,i,7,3,-0.2,1.4,-1.6
Cc1ccc2[nH]c3c(c2c1)CN(C(=O)CN1CCCCC1)CC3,/,/,i,0.1%,5%,-0.14,1040,/,/,/,0.8,1251,/,/,-0.38,-0.22,0.23,-0.25
COc1ccc(/C(O)=C2/C(=O)C(=O)N(c3ncccn3)C2c2ccc(OC)c(OC)c2)cc1 (stereo not drawn),1,13,i,3.1%,5%,0.4,1172,4.4,2.4,5.5,0.1,904,i,2,-0.67,-0.2,-0.032,0.66
Cc1cc(=O)n(C)c(=O)n1CCCCOc1ccc([N+](=O)[O-])cc1,9,17,i,-2.6%,-8%,-0.05,1345,1.3,0.7,3.9,0.4,1483,i,-6,-1.3,-0.45,-0.52,3.3
Cc1ccc(S(=O)(=O)c2nc(C(C)(C)C)oc2N2CCOCC2)cc1,6,-16,i,1.1%,2%,/,/,3.5,2.3,5.9,-1.0,1029,i,6,0.34,-0.25,0.022,-0.98
CCCCNC(=O)C1CC(c2cccc(F)c2)=NO1 (stereo not drawn),/,/,i,-1.0%,4%,0.18,1016,/,/,/,-0.8,1190,/,/,-0.11,-0.74,-0.052,0.059
CC(C(=O)NCc1ccco1)n1nc(-c2ccccc2)c2cc(Cl)ccc21 (stereo not drawn),8,6,i,2.7%,8%,-0.97,1004,4.0,2.3,3.1,/,/,i,-3,-0.62,0.2,-0.16,0.73
O=C(NCc1cn2ccsc2n1)Nc1cccc(Cl)c1,-3,4,i,0.7%,1%,0.49,1025,4.0,3.3,11,-0.4,1172,i,-13,-0.28,-0.24,0.072,0.77
Cc1csc2ncnc(N3CCN(C(=S)Nc4ccc(C(F)(F)F)cc4)CC3)c12,/,/,i,0.2%,-14%,-0.28,1374,/,/,/,-3.3,1143,/,/,-0.94,-0.13,-0.48,0.26
COc1ccc(-c2nnn(-c3cc(Cl)cc(Cl)c3)c2N)cc1,/,/,i,0.0%,-17%,/,/,/,/,/,0.1,1269,/,/,0.016,-0.25,-0.12,-0.26
COCCNC(=O)c1ccccc1NC(=O)c1cccc([N+](=O)[O-])c1C,-5,-6,i,-1.1%,12%,-0.43,1614,3.7,1.5,6.2,2.4,867,i,9,0.45,-0.22,0.24,-0.97
O=C(Nc1ccn(Cc2c(F)c(F)cc(F)c2F)n1)c1ccc(COc2ccc(Cl)cc2Cl)o1,30,-2,i,0.0%,-1%,/,/,2.1,2.1,9.9,/,/,i,-5,0.018,-0.16,0.087,0.23
NC1=NC(c2ccccc2)N=C(Nc2ccccc2)N1 (stereo not drawn),/,/,i,0.5%,0%,-0.03,1334,/,/,/,4.4,1165,/,/,-0.029,-0.2,-0.19,0.86
CCCc1cc2c(c(NC(C)=O)n1)c(=O)oc1ccccc12,27,-17,i,1.9%,4%,/,/,2.5,2.9,12,-1.0,1231,i,1,1.4,-0.0056,1.1,1
Cc1cccc(NC(=O)c2cc(Cl)sc2Cl)c1C,-4,6,i,0.0%,0%,1.2,1566,4.6,3.3,2.9,-2.3,1094,i,1,-0.95,-0.0016,-0.62,-0.29
COC(=O)c1ccc(COC(=O)c2ccc(SC)cc2OC)cc1,20,7,i,-1.9%,14%,-0.83,1480,2.1,1.5,4.7,2.0,1072,i,9,0.87,-0.19,0.37,-0.44
CCNS(=O)(=O)c1ccc(NC(=O)Nc2ccccc2OC)cc1,3,8,i,2.5%,13%,-0.14,1412,2.6,1.3,1.2,1.4,1000,i,21,1.8,-0.065,0.84,-3.9
CCCNC(=O)CSc1nnc(-c2ccccc2Br)n1-c1cccc(C(F)(F)F)c1,-9,-6,i,3.0%,-1%,1.1,1527,6.6,1.1,5.5,-1.6,1043,i,4,2.6,0.46,2.1,-2.3
CCn1c(COc2ccc(OC)cc2)nnc1SCc1nc2ccccc2c(=O)[nH]1,-2,-8,i,-0.5%,0%,-0.25,1260,3.0,2.4,5.8,-1.7,1124,i,9,-0.64,-0.25,-0.29,1.1
C=COCCNC(=S)N1CCOCCOCCN(C(=S)NCCOC=C)CCOCCOCC1,1,-21,i,0.4%,20%,-2.2,1304,2.2,1.2,5.6,-0.9,1103,i,-2,-0.042,-0.14,0.15,-1.2
C=CCCCN(Cc1ccccc1)S(=O)(=O)c1ccccc1Br,/,/,i,2.1%,21%,-0.3,981,/,/,/,-1.1,1167,/,/,-0.39,-0.72,-0.098,0.051
COc1ccc(OCC(O)Cn2c(=N)n(CCN3CCOCC3)c3ccccc32)cc1 (stereo not drawn),3,5,i,-0.1%,-4%,-1.7,1347,1.4,1.4,10,-3.8,941,i,-11,-0.54,1.1,0.021,-0.58
C=CCOc1ccc(/C=N/N2C(=O)C(CC(=O)Nc3ccc(F)cc3F)SC2=NC)cc1 (stereo not drawn),6,11,i,-1.7%,-6%,1.1,1306,1.2,1.6,9.6,-0.5,1074,i,8,0.86,-0.24,0.51,-0.54
COc1cccc(NC(=O)N2CCCC(C(=O)Nc3ccccc3OC)C2)c1 (stereo not drawn),-10,3,i,3.7%,13%,-0.78,1204,3.0,1.6,6.6,-1.4,1149,i,-8,0.017,-0.2,0.34,0.018
O=C(CSc1nc2cc(Cl)ccc2c(=O)n1Cc1ccco1)Nc1ccc(S(=O)(=O)N2CCOCC2)cc1,-9,7,i,7.7%,19%,-1.1,1326,2.2,2.5,6.8,0.1,982,i,-4,-1.5,-0.023,-0.98,1.2
Cc1ccc(NC2Sc3ccccc3NC2=O)cc1Cl (stereo not drawn),/,/,i,-0.4%,-16%,-0.15,1377,/,/,/,0.1,1402,/,/,0.76,-0.27,0.34,-0.0057
O=C(Nc1ccc(-c2nnco2)cc1)c1ccccc1,6,-9,i,2.0%,2%,0.24,1318,2.1,1.5,2.5,0.3,1060,i,-10,-0.51,-0.22,-0.24,0.76
CCN(Cc1cnn(C)c1)Cc1nc(Cc2ccccc2Cl)no1,-16,11,i,-0.9%,0%,1,1508,1.1,1.0,6.8,2.4,945,i,4,-0.6,-0.27,-0.29,0.57
CC(Cc1ccsc1)NC(=O)CCc1nnc(CCc2ccccc2)o1 (stereo not drawn),2,3,i,0.7%,1%,0.33,1444,4.0,1.6,5.7,1.9,1064,i,0,-0.097,-0.2,0.12,0.21
NCCNc1ccc2nnnn2n1,0,3,i,1.9%,-3%,1.1,1166,2.5,1.8,8.1,-0.3,1162,i,-12,-0.13,-0.088,-0.38,0.72
COC(=O)C1C(=O)OC(C)(C)C1C(C)C(=O)c1ccccc1 (stereo not drawn),-8,9,i,-1.9%,4%,0.47,966,3.1,2.1,13,/,/,i,-3,0.73,-0.074,0.72,-0.27
NC(=O)SCC(=O)Nc1ccccc1C(=O)O,/,/,i,5.0%,12%,0.18,1398,/,/,/,-3.3,1203,/,/,0.019,-0.25,-0.039,0.47
O=C(Nc1ccc(Br)cn1)c1ccc([N+](=O)[O-])cc1Cl,27,7,i,3.6%,6%,-0.77,1187,1.3,1.8,2.1,-2.6,1107,i,12,-0.0081,-0.27,0.78,-0.59
O=C(NCc1ccccc1)C1=C[C@@H](c2coc3ccccc3c2=O)C[C@@H](OCc2ccc(CO)cc2)O1,2,-8,i,-0.5%,5%,-1.1,1158,2.5,1.4,4.5,1.8,1053,i,29,0.23,-0.068,0.47,-1.6

# Some of these compounds in order of molar mass, lowest first.
SMILES,WT yeast gro inh,WT yeast gro inh mutant strain,Yfh1-depleted yeast,HIV peptide binding,AID2073,Insulin prom up,Insulin prom up cell count,MT stabilizer,MT stabilizer Hoechst-high %,MT stabilizer cytotoxicity %,b-catenin transl,b-catenin transl cell count 5 µM,Autophagy HCS,Autophagy HCS cell loss 18 h,Dynein cargo inh,Dynein cargo inh cytoplasmic EGFP,Dynein cargo inh nuclear GR-EGFP,Dynein cargo inh cell count
NC(=O)SCC(=O)Nc1ccccc1C(=O)O,/,/,i,5.0%,12%,0.18,1398,/,/,/,-3.3,1203,/,/,0.019,-0.25,-0.039,0.47
CC(Cc1ccsc1)NC(=O)CCc1nnc(CCc2ccccc2)o1 (stereo not drawn),2,3,i,0.7%,1%,0.33,1444,4.0,1.6,5.7,1.9,1064,i,0,-0.097,-0.2,0.12,0.21
O=C(CSc1nc2cc(Cl)ccc2c(=O)n1Cc1ccco1)Nc1ccc(S(=O)(=O)N2CCOCC2)cc1,-9,7,i,7.7%,19%,-1.1,1326,2.2,2.5,6.8,0.1,982,i,-4,-1.5,-0.023,-0.98,1.2

# Compounds were not picked by outcome; about 4.2% have a hit in one of these screens.
